Screening data deposited in PubChem by National Center for Advancing Translational Sciences (NCATS).
DT40 TDP1 no CPT – qHTS for Inhibitors of human tyrosyl-DNA phosphodiesterase 1 (TDP1): qHTS in cells in absence of CPT; DT40 Tdp1-/- hTDP1 cells, no CPT, ATP luminescence, 48 h; Potency, µM (highest dose often 46.2 µM), for the others: at the highest dose activity change, negative = growth inhibition, hits mostly inhibitors; 15% of 420,000 active; note: nearly all actives have a fitted effect of over 55% in size
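Camptothecin absent (DMSO only). Human TDP1-complemented DT40 knockout cells, 400 cells/well, 37 °C for minimum 48 hr; ATP measured via CellTiter-Glo, 30 min dark incubation, luminescence.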
DT40 TDP1 CPT – qHTS for Inhibitors of human tyrosyl-DNA phosphodiesterase 1 (TDP1): qHTS in cells in presence of CPT. chicken DT40 Tdp1-/-;hTDP1 cells + 20 nM CPT, ATP luminescence, 48 h. Potency, µM (series often up to 46.2 µM), inactives show at the highest dose activity change, negative = growth inhibition, usual class: inhibitors. 12% of 420,000 active. AID 686979, 2013; note: nearly all actives have a fitted effect of over 55% in size
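Chicken DT40 Tdp1-/- cells complemented with human TDP1, 400 cells/well, exposed to compounds plus 20 nM camptothecin for at least 48 h at 37 C; viability read as ATP content by CellTiter-Glo luminescence.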
KAT2A inh – qHTS Assay for Inhibitors of GCN5L2 | Histone acetyltransferase KAT2A (Homo sapiens), Q92830 | GCN5L2 HAT assay, ThioGlo1 CoA-SH fluorescence | Potency, µM (highest dose often 58.9 µM), inactives show at the highest dose activity change, negative = inhibition, usual class: inhibitors | 0.21% of 390,000 active
Target sequence (Q92830 whole entry, looked up): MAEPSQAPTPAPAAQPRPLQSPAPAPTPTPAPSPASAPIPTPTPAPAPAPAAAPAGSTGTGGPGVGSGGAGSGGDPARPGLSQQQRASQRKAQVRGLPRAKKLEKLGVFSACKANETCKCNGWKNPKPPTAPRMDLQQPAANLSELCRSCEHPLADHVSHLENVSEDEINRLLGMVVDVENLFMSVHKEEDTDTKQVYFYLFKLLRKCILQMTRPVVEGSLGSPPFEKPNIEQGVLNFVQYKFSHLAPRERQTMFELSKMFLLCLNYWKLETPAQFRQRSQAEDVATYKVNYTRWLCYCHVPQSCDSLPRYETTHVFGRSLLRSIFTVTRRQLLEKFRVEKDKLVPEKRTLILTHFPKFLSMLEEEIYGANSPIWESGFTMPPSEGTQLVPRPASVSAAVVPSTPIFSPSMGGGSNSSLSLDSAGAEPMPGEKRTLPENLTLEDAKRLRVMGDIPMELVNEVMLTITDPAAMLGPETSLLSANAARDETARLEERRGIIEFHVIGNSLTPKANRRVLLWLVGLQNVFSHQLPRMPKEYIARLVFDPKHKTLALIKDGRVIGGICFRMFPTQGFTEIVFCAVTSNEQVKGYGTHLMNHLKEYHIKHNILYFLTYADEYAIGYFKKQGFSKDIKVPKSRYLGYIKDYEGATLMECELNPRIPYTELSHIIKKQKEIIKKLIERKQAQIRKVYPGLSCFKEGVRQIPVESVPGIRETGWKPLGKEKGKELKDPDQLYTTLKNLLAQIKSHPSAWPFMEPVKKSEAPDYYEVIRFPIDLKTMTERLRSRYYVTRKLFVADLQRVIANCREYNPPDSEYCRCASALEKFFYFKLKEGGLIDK
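Free CoA generated was detected with ThioGlo1 (50uM) fluorescence at Ex340nm/Em540nm, read immediately and after 20 min at room temperature. Enzyme, 20 nM in HEPES pH 7.5 buffer, saw compounds 15 min before adding 75uM H3(1-25) peptide and 70uM acetyl-CoA.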
Starred values were filed as active, the others as inactive; u = inconclusive; x = no result given; & = joins results of further samples; ! = not confirmed by another sample. Calls come from the whole dose curve; as a rule, active = well fitted curve in the direction sought with a large enough effect; inconclusive = small, poorly fitted or top-dose-only effect, or another doubt; inactive = no such curve, though single readings can be large; an effect the other way counts as inactive or inconclusive. % is set by controls: 0 for no effect and ±100 for the full control effect; potency is the fitted concentration of half-maximal effect. Rows are unselected. Share with any hit: about 18%.

SMILES	DT40 TDP1 no CPT	DT40 TDP1 CPT	KAT2A inh
COc1ccc(OCc2nn[nH]n2)cc1	-6.0%	2.7%	-2.3%
COc1ccc(-c2cc(C(C)=O)c(C)n2CCC(=O)NCc2ccc(F)cc2)cc1	u	u	5.4%
CCCS(=O)(=O)NC(=O)C1(C)CCN(C(=O)c2c(F)ccc(C)c2F)C1 (stereo not given)	5.3%	2.6%	x
N#CCCN(C(=S)NC(=O)c1ccco1)c1ccccc1F	u	u	-11.6%
COc1ccc(-n2c(=S)[nH]c3cc(C(=O)Nc4ccccc4OC)ccc3c2=O)c(OC)c1	u	-20.9%	-15.7%
CCc1ccccc1NS(=O)(=O)c1ccc2c(c1)OCC(C(=O)N1CCCC1)O2 (stereo not given)	u	u	25.6%
COc1ccc(/C=N/Nc2ncnc3c2[nH]c2ccc(C)cc23)c(OC)c1OC	14.6µM*	u	-10.9%
C=CCn1c(SCC(=O)Nc2ccc(F)cc2)nnc1-c1cnccn1	-9.7%	-27.9%	-1.1%
Cc1cc(-n2c(=O)c(C#N)cc3c(=O)n4ccccc4nc32)no1	-28.3%	-17.6%	-24.7%
COc1ccc(C(=O)/C=C/c2ccc(O)cc2)c(O)c1C/C=C(\C)CCC=C(C)C	u	u	-24.2%
CCOC(=O)c1ccc(NC(=S)NCCCN2CCOCC2)cc1	-0.4%	-13.9%	u
COc1cc2ccc(NC(C)=O)cc2cc1OC	-5.5%	-28.1%	x
CCCc1c(C(=O)N/N=C/c2ccc(-c3ccccc3)cc2)nnn1-c1nonc1N	-1.9%	-3.5%	x
Cc1cc(OC(=O)c2ccc3ccccc3c2)c([N+](=O)[O-])c(=O)[nH]1	2.0%	23.8%	-2.2%
O=C(Nc1nccs1)c1ccc2nccnc2c1	u	u	-14.2%
O=c1[nH]n2c(=O)c3c([nH]c2c1N=Nc1cccc(Cl)c1)CCCC3	u	-9.7%	u
CN(C)S(=O)(=O)c1cc(NC(=O)Cn2ccsc2=N)ccc1Cl	-10.3%	-6.2%	1.7%
CC(=O)c1cccc(NC(=O)CSc2nnc3ccc(-c4ccc(Br)cc4)nn23)c1	-5.3%	3.5%	-6.7%
Cc1ccc(N/N=C(/Sc2nnnn2-c2ccccc2)C(=O)c2ccccc2)cc1	u	29.1µM*	-3.2%
O=C(C1CC1)N1CCc2[nH]c3ccccc3c2C1	-18.9%	-8.8%	0.5%
COc1ccc(Cn2cccc(NC(=O)Nc3ccc(F)cc3)c2=O)cc1	-7.7%	-16.5%	-4.0%
Nc1nonc1-n1nnc(C(=O)N/N=C/c2ccco2)c1CSc1ccc(Cl)cc1	u	u	x
CCOc1ccccc1C(=O)Nc1cc(Cl)ccc1O	u	u	-5.9%
COCCNC(=O)/C(C#N)=C/c1cc(Br)c(O)c(OC)c1	-2.4%	3.9%	-4.1%
O=C(c1ccc2c(=O)n(Cc3ccco3)c(=S)[nH]c2c1)N1CCN(c2ccccc2)CC1	-3.4%	-19.8%	-15.7%
O=C(CC(Cc1ccccc1)C(=O)O)Nc1ccc(Cl)c(Cl)c1 (stereo not given)	6.2%	5.7%	-1.7%
O=C(NCc1cccnc1)[C@@H]1CC=C[C@@H]2CCN(C3CCCCC3)C(=O)[C@@H]21	1.6%	-4.5%	x
Cc1nn(-c2ccccc2)c(N2CCCC2)c1/C=N/NC(=O)c1ccccc1O	u	u	-9.1%
CN1CCN(C(=O)C2CCC(C)(C(=O)O)C2(C)C)CC1 (stereo not given)	12.6%	6.2%	-0.9%
CC(C)c1ccc(C2CC(c3ccc(Br)cc3)=NN2C(N)=S)cc1 (stereo not given)	9.2µM*	14.6µM*	-9.4%

An excerpt from above, reduced to DT40 TDP1 CPT:
Structure	DT40 TDP1 CPT
Cc1ccc(N/N=C(/Sc2nnnn2-c2ccccc2)C(=O)c2ccccc2)cc1	29.1µM*
CC(=O)c1cccc(NC(=O)CSc2nnc3ccc(-c4ccc(Br)cc4)nn23)c1	3.5%
O=C(CC(Cc1ccccc1)C(=O)O)Nc1ccc(Cl)c(Cl)c1 (stereo not given)	5.7%
O=C(C1CC1)N1CCc2[nH]c3ccccc3c2C1	-8.8%

Additional entries.
SMILES	DT40 TDP1 no CPT	DT40 TDP1 CPT	KAT2A inh
COc1ccccc1NC(=O)c1sc2nc(C)c(C(=O)Nc3ccc(C)cc3C)c(-c3ccco3)c2c1N	u	u	-1.6%
O=[N+]([O-])c1ccc(N2CCN(c3ccccc3F)CC2)c(S(=O)(=O)N2CCOCC2)c1	u	-24.6%	-1.4%
CC12CCC(C(=O)Nc3ccccc3Cl)([C@H](Br)C1=O)C2(C)C (stereo not given in full)	2.3%	9.0%	-0.2%
O=C1CC(N2CCN(c3ccccc3)CC2)C(=O)N1c1ccc(Cl)cc1 (stereo not given)	-5.8%	1.0%	-3.2%
Cc1cccc(/C=N/NC(=O)c2ccc(NC(=O)c3cccc(Cl)c3)cc2)n1	-25.0%	-5.4%	-11.1%
OCCC1CN(CCCn2cccn2)CCN1C1CCCCC1 (stereo not given)	10.8%	3.5%	25.1µM*
CCc1ccccc1NC(=O)COC(=O)c1cccs1	-3.2%	2.1%	-0.8%
COc1cc(NC(=O)c2noc3c2CC(C(C)(C)C)CC3)cc(OC)c1OC (stereo not given)	16.4µM*	20.6µM*	-8.6%
Cc1ccccc1NC(=O)c1nn(C)c(C(=O)Nc2ccccc2C)c1[N+](=O)[O-]	5.5%	0.3%	-10.8%
COc1cc2c(cc1OC)C(C)N(C(=O)[C@@H](NC(=O)c1ccccc1)C(C)C)CC2 (stereo not given in full)	29.1µM*	u	-19.5%
CCC(=O)N1c2ccccc2CC1C(=O)NCCN1CCN(c2cccc(C(F)(F)F)c2)CC1 (stereo not given)	29.1µM*	16.4µM*	6.7%
Cc1ccc(NC(=O)NC(C)c2c(-n3cccc3)sc(C)c2C)c(C)c1 (stereo not given)	u	u	-0.7%
COc1cc(/C=C(/C#N)c2nc3ccccc3[nH]2)ccc1Oc1ncccc1[N+](=O)[O-]	u	u	-14.5%
C#CCNC(=O)c1cc2c(Br)ccc(Br)c2nc1N	-18.8%	-1.8%	x
O=S1(=O)CCO[C@H]2CCCC[C@@H]2N1Cc1ccc(Cl)cc1	20µM*	u	x
Cc1cccc(NCc2cc(Cl)ccc2O)n1	-14.2%	-26.4%	-5.0%
COC(=O)/C=C1\NCCSC1=O	3.4%	-7.8%	0.9%
COCCN1C(=O)N[C@@H](c2cccs2)C(C(=O)OC)=C1C	11.0%	2.4%	2.6%
O=C(CSc1nc2ccccc2nc1Cc1ccc(F)cc1)Nc1ccc2c(c1)OCO2	u	u	-14.1%
CCOC(=O)c1nnc(-c2ccccc2)nc1Oc1ccc(Cl)cc1	16.4µM*	20.6µM*	-1.0%
CCC(Oc1nc2ccccc2nc1-c1ccccc1NC(C)=O)C(=O)c1ccccc1 (stereo not given)	u	u	-4.2%
CCN(CC)C(=O)C1=C(C)N(Cc2ccc(F)cc2)C(=O)C(CC(=O)NCc2cccs2)C1 (stereo not given)	-8.5%	-5.8%	x
Cc1cccc(OCCNc2ccc(C(F)(F)F)cc2[N+](=O)[O-])c1	-10.6%	3.6%	-0.7%
CC1CCN(CC(=O)N2CCCc3c2c(=O)oc2ccc(OCc4ccccc4)cc32)CC1	13µM*!	u	0.2%&-10.2%
C#Cc1ccc([C@@H]2C=C(C(=O)NC3CC3)O[C@H](OCCCCO)C2)cc1	-15.9%	u	-20.0%
O=C(Nc1nc2c(s1)CCCC2)Oc1ccccc1	4.1%	0.1%	-2.6%
CCN(CCCNC(=O)CNC(=O)c1nn(-c2ccc(OC)cc2OC)c(=O)c2ccccc12)c1cccc(C)c1	u	u	-1.6%
Cc1nc2ccccc2c(C(=O)O)c1-c1ccccn1	14.2%	-9.0%	x
COc1ccc(NC(=S)N2CCN(C(=O)c3ccco3)CC2)cc1OC	0.1%	-7.4%	-0.7%
COc1cccc(C(=O)Nc2ccc(-n3nncc3-c3ccc(Br)cc3)cc2)c1OC	-16.8%	-12.2%	18.3%

Rewritten with values under each structure: entries from further up
The line under a structure holds: DT40 TDP1 no CPT	DT40 TDP1 CPT	KAT2A inh
- COC(=O)/C=C1\NCCSC1=O
→ 3.4%	-7.8%	0.9%
- COCCN1C(=O)N[C@@H](c2cccs2)C(C(=O)OC)=C1C
→ 11.0%	2.4%	2.6%
- O=C(CSc1nc2ccccc2nc1Cc1ccc(F)cc1)Nc1ccc2c(c1)OCO2
→ u	u	-14.1%
- CCOC(=O)c1nnc(-c2ccccc2)nc1Oc1ccc(Cl)cc1
→ 16.4µM*	20.6µM*	-1.0%
- CCC(Oc1nc2ccccc2nc1-c1ccccc1NC(C)=O)C(=O)c1ccccc1 (stereo not given)
→ u	u	-4.2%

(cont.)
SMILES	DT40 TDP1 no CPT	DT40 TDP1 CPT	KAT2A inh
Cc1nonc1C1CCCN1Cc1cn[nH]c1-c1ccc(-c2ccccc2)cc1 (stereo not given)	u	u	-20.0%
CC(=O)NC(c1ccc(N(C)C)cc1)c1cc(Cl)c2cccnc2c1O (stereo not given)	6.51µM*	4.61µM*	x
O=C(CCCn1c(SCc2ccccc2F)nc2ccccc2c1=O)NCC1CCCO1 (stereo not given)	u	-5.9%	-1.6%
CC1(c2ccc3ccccc3c2)NC(=O)NC1=O (stereo not given)	-3.6%	-0.2%	10.9%
COc1cc(/C=N/NC(=O)C2C3CCCCC32C)cc(Br)c1O (stereo not given)	-1.6%	-14.2%	-2.8%
O=C(Cn1nc(-c2ccc3c(c2)OCCO3)ccc1=O)Nc1ccc(-n2cnnn2)cc1	0.2%	2.3%	-3.9%
CCOc1ccc(NC(=O)c2cnc(Nc3ccccc3OC)c3ccccc23)cc1	u	u	-6.3%
Cc1ccc(NC(=O)CN(C)CC(=O)Nc2ccc3c(c2)OCO3)cc1	u	-11.5%	x
CCC(=O)c1ccc(OCC(=O)OCC(=O)NC2CCCCCCC2)cc1	4.4%	-1.8%	-4.2%
CCOc1ccc(CNS(=O)(=O)c2ccc3[nH]c4c(c3c2)CCCC4)cc1OC	23.1µM*	u	-15.7%
CCc1cc(-c2nnn(-c3cc(C(C)C)ccc3C)c2CC)ccc1-c1cn(CCc2c[nH]c3ccccc23)nn1	u	23.1µM*	x
Cc1cccc(OCc2nnc(SCn3nnc4ccccc4c3=O)o2)c1	-13.0%	-10.6%	-0.4%
CN(C)CCCNC(=O)/C(=C\c1ccc(-c2ccc(Br)cc2)o1)NC(=O)c1ccccc1	11.6µM*	3.66µM*	-2.9%
COc1cc(/C(C)=C/c2ccccc2)c2c(c1)oc1ccccc12	14.1µM*	u	u
Cn1ccnc1SCc1cn2cc(Br)ccc2n1	-15.8%	-1.1%	-2.3%
CCc1cc2c(=O)c(-c3cscn3)coc2cc1O	-22.1%	-20.3%	-1.0%
Cc1ccc(Cl)cc1NS(=O)(=O)c1ccc(N2CCCCS2(=O)=O)cc1	11.6µM*	u	-9.3%
COc1ccc(C2=CC(=O)C[C@H](COCc3ccccc3)N(C(=O)OC(C)(C)C)O2)cc1	18.4µM*	u	x
CCCn1c(=O)c2sccc2n2c(CCCC(=O)NCCc3ccc(Cl)cc3)nnc12	20.6µM*	u	1.1%
Cc1sc2c(c1C)c(=O)n(-c1ccccc1)c(=O)n2CC(=O)NCC1CCCO1 (stereo not given)	-4.2%	-3.1%	-2.7%
CN(C)C(=O)c1nc2ccc(Cl)cn2c1CNCc1ccccc1OC(F)(F)F	u	u	0.0%
O=C(NC(Nc1nc2ccc([N+](=O)[O-])cc2s1)(C(F)(F)F)C(F)(F)F)c1cccnc1	2.31µM*	3.66µM*	-0.2%
COCCN(C(=O)Cc1coc2cc(C)c(C)cc12)c1c(N)n(Cc2ccccc2)c(=O)[nH]c1=O	3.1%	0.0%	-3.8%
COc1cccc(C2=CC(c3ccc(OC)c(OC)c3)NC(=S)N2)c1 (stereo not given)	u	-22.6%	-1.6%
N=c1n(CC(=O)c2ccc(Br)cc2)c2ccccc2n1Cc1ccccc1	6.51µM*	5.17µM*	-11.1%
CC1CCCC(C)N1C(=O)COC(=O)c1ccc2c(c1)OCO2 (stereo not given)	29.1µM*	-0.7%	2.6%
COc1ccccc1C(=O)COC(=O)C(NC(=O)Cc1ccccc1)C(C)C (stereo not given)	u	u	-0.7%

Two entries from above, set out differently.
COc1ccc(OCc2nn[nH]n2)cc1
  DT40 TDP1 no CPT: -6.0% | DT40 TDP1 CPT: 2.7% | KAT2A inh: -2.3%
COc1ccc(-c2cc(C(C)=O)c(C)n2CCC(=O)NCc2ccc(F)cc2)cc1
  DT40 TDP1 no CPT: u | DT40 TDP1 CPT: u | KAT2A inh: 5.4%
